Source: PubChem
IMP-1 inhibitor: IMP-1 metallo-beta-lactamase inhibitors, primary screen, biochemical, epi-absorbance readout, Pseudomonas aeruginosa enzyme. metallo-beta-lactamase IMP-1 (Pseudomonas aeruginosa). purified IMP-1, nitrocefin hydrolysis, epi-absorbance fluorescence. inhibition, % at 5.6 µM. 290,000 tested, 0.45% active. AID 1556, 2009;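 active = inhibition above the mean plus 3 SD of all compounds in the same screening run, cut at about 4.5% in these data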;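 note: 0% = IMP-1 with DMSO and 100% = DMSO wells lacking enzyme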
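Assay system: purified IMP-1; Quantity: IMP-1 0.2 nM before substrate addition; Medium: HEPES buffer pH 7.1 with ZnSO4 and Brij 35; Incubation: 15 min enzyme–compound preincubation, then 25 min nitrocefin reaction, 25 °C; Signal: fluorescence quenching readout, ex 480/em 530 nm; Controls: DMSO with and without IMP-1; Repeats: singlicate testing.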
IDE act: human IDE activators in live cells, primary screen, fluorescence polarization, HEK cells, FAbeta-B substrate. Insulin-degrading enzyme (Homo sapiens), P14735. AID 493087, 2011. 340,000 tested, 0.073% active. FAbeta-B cleavage; 0% vehicle, 100% cell-free pure enzyme wells. activation, % at 5.96 µM;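 active = activation above the mean of all tested compounds plus 3 SD, set per screening campaign, cut at about 17% in these data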
GPR7 antag: GPR7 receptor antagonists, primary screen, cell-based, fluorescence, single concentration | Neuropeptides B/W receptor type 1 (Homo sapiens), P48145 | GPR7-expressing cells, fluorescence antagonist assay | inhibition, % at 4.4 µM | 290,000 tested, 1.1% active | AID 1861, 2009; in the data active = inhibition above about 16%, passing the limit was not always enough;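 note: cells stimulated with the agonist NPW; 0% = agonist with vehicle and 100% = vehicle without agonist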
Target sequence (P48145 whole entry, looked up): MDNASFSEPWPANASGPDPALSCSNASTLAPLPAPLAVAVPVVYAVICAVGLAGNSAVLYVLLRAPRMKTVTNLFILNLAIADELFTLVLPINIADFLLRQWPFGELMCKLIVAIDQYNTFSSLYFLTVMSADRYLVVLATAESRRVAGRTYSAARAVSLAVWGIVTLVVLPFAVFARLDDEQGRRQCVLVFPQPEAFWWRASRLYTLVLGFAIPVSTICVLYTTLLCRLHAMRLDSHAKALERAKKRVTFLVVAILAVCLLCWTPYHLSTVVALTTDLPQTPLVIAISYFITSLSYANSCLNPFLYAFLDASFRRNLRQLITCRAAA
VIM-2 inhibitor: VIM-2 metallo-beta-lactamase inhibitors, primary screen, biochemical, epi-absorbance readout, Pseudomonas aeruginosa enzyme | purified VIM-2, nitrocefin hydrolysis, epi-absorbance fluorescence | inhibition, % at 5.6 µM | 290,000 tested, 0.89% active | AID 1527, 2009;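 active = inhibition above the mean of all tested compounds plus 3 SD, cutoff set per screening run, cut at about 7.5% in these data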;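 note: red hydrolysis product quenches plate fluorescence so inhibitors raise well fluorescence; 0% = enzyme with DMSO and 100% = DMSO without enzyme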
PHOSPHO1 inh: PubChem AID 1565; recombinant PHOSPHO1, absorbance phosphatase assay; inhibition, % at 13.3 µM; 290,000 tested, 1.1% active; in the data active = inhibition above about 60%
Target sequence (Q8TCT1 whole entry, looked up): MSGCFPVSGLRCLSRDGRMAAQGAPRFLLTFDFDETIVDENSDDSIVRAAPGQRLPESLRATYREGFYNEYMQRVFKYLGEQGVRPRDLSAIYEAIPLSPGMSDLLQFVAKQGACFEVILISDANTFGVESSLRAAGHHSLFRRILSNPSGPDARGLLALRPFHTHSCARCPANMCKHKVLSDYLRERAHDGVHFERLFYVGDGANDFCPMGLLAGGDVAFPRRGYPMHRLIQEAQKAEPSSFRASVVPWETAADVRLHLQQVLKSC
NALP1 yeast inh: NALP1 inflammasome inhibitors in reconstituted yeast, colorimetric, S. cerevisiae, triplicate retest. inhibition, % at 10 µM. 280,000 tested, 0.61% active. S. cerevisiae NALP1/ASC/caspase-1 growth, X-gal OD620, 72 h; in the data active = inhibition mostly above about 24%, no sharp cut-off; inactive = mostly below about 32%; note: some compounds called inactive have numbers as strong as hits
M18AAP inhibitor: PfM18AAP inhibitors, malaria aminopeptidase, primary screen, biochemical, QFRET, recombinant enzyme; AID 1822, 2009; inhibition, % at 7.35 µM; H-Glu-NHMec fluorogenic cleavage; 290,000 tested, 1.2% active;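 active = inhibition above the campaign mean inhibition over all tested compounds plus 3 SD, cut at about 28% in these data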;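 note: 0% = plate median of test compound wells and 100% = 2 mM ZnCl2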
pCIP destab: p/CIP-EGFP fusion destabilizers, primary screen, fluorescence, F442A cells | Q05BA5 | 290,000 tested, 0.01% active | 16 h | decrease of EGFP signal, % at 10 µM | AID 1984, 2009;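 active = EGFP signal decrease of at least 30% at 10 µM or well 3 SD below plate mean, unless failing retest; inactive = the rest, including hits failing retest or dose response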; note: some compounds called inactive have numbers as strong as hits; many of its hits are not listed in these tables
IDE inh: human IDE inhibitors in live cells, primary screen, fluorescence polarization, HEK cells, FAbetaB substrate; Insulin-degrading enzyme (Homo sapiens), P14735; FAbetaB cleavage; inhibition, % at 5.59 µM; 320,000 tested, 0.41% active; AID 434962, 2010;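 active = percent inhibition above the average of all tested compounds plus 3 SD, set per screening campaign, cut at about 16% in these data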;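 note: IDE supplied by intact live HEK cells; FP after avidin binding of uncleaved biotin substrate so inhibition keeps polarization high; 0% = DMSO wells and 100% = 60 µM reference IDE inhibitor Ii1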
An asterisk follows results filed as active; . = not tested or not shown.

SMILES | IMP-1 inhibitor | IDE act | GPR7 antag | VIM-2 inhibitor | PHOSPHO1 inh | NALP1 yeast inh | M18AAP inhibitor | pCIP destab | IDE inh
CCN(CC)S(=O)(=O)c1ccc(NC(=S)Nc2ccc(F)cc2)cc1 | 2.0 | 2 | 11 | 1.4 | . | -10 | -4 | -6 | 3
Cc1cc(C)cc(NC(=O)CSc2nc3ccccc3nc2N2CCCC2)c1 | -1.8 | 4 | -10 | -0.1 | 15 | 1 | 0 | -2 | -3
Cc1ccc(S(=O)(=O)Nc2c(C(=O)O)[nH]c3ccccc23)cc1C | -1.4 | 1 | -11 | -1.3 | 11 | 6 | 6 | 2 | 0
COC(=O)CCCC1=CC2=CC(=O)C(C)(OC(=O)c3cccs3)C(=O)C2=CN1C1CCCC1 (stereo not drawn) | . | 1 | . | . | 9 | -6 | . | -6 | -3
COc1cc2[nH]c(=O)n(CCC(=O)N3CCN(c4cc(Cl)ccc4C)CC3)c(=O)c2cc1OC | -2.2 | -4 | -5 | -2.6 | 30 | 6 | -6 | -7 | 1
CN(C)c1ccc(/C=C(\C#N)C(=O)Nc2nc3c(s2)CCN(Cc2ccccc2)C3)cc1 | -2.8 | -28 | 26* | -5.9 | 22 | -8 | 8 | -552 | 38*
CC(=O)OCC(OC(C)=O)C(OC(C)=O)C(OC(C)=O)C(=O)Nc1cccc(C)c1 (stereo not drawn) | -0.2 | 6 | -8 | 1.0 | 5 | . | 4 | -4 | -4
CC1CCCc2sc3ncn(N)c(=N)c3c21 (stereo not drawn) | -2.9 | 4 | -2 | -2.1 | 8 | -15 | -1 | -4 | 4
CCCn1c(SCC(=O)Nc2ccccc2Oc2ccccc2)n[nH]c1=O | -4.8 | 3 | 3 | -4.1 | 7 | -2 | -5 | -5 | 5
CCOC(=O)Cc1csc(NC(=O)CSc2nnc(C(C)C)n2CC)n1 | -2.4 | -2 | -7 | -0.5 | 10 | -41 | 1 | -15 | 4
O=C(NCCNC(=O)c1ccccc1F)c1ccccn1 | -1.4 | 2 | -4 | -3.9 | 14 | 8 | -2 | 10 | -3
Cc1cnc(SCc2ccc(Cl)cc2Cl)[nH]c1=O | -1.7 | -2 | -13 | -1.7 | 30 | -1 | -6 | -9 | -1
COc1cc(C(=O)NNC(=O)CNC(=O)c2ccc(Br)o2)cc(OC)c1OC | -3.4 | 3 | -18 | -3.8 | 27 | 2 | 3 | -46 | -5
COc1cccc(-c2nc(CS(=O)(=O)CC(=O)NCCc3ccc(OC)cc3OC)c(C)o2)c1 | 0.3 | 6 | -1 | -0.1 | 24 | 21 | -2 | 3 | 3
Cc1ccc(NS(=O)(=O)c2ccc(OCC(=O)NCC3CCCO3)cc2)cc1 (stereo not drawn) | -1.8 | -1 | -7 | -1.1 | 31 | -9 | -1 | -5 | 6
OC(c1ccccn1)C1CCN(Cc2nc(C(c3ccccc3)c3ccccc3)no2)CC1 (stereo not drawn) | -2.0 | 2 | -9 | -6.7 | 47 | 9 | 2 | 7 | 4
COc1ccc(Cn2c(-c3ccco3)nc3oc4cc(OC)ccc4c(=O)c3c2=O)cc1 | 0.5 | 0 | 5 | 1.1 | 15 | 0 | 7 | 0 | -3
Cc1cc(C)nc(NC(=O)Cc2cccs2)n1 | -2.9 | 4 | -5 | -2.8 | -47 | -5 | -5 | -18 | 6
COc1ccc([N+](=O)[O-])cc1N(CC(O)CN(CC(C)C)CC(C)C)S(=O)(=O)c1ccccc1 (stereo not drawn) | -2.2 | 2 | 34* | 0.1 | -17 | 14 | -1 | -10 | -7
C=CCNc1oc(-c2ccc(OC)cc2)nc1C#N | 2.4 | 5 | -3 | 2.3 | -24 | 30 | 0 | -1 | 3
COc1ccc(C2=NOC(Cn3nc(C(=O)O)cc3-c3ccccc3)C2)cc1 (stereo not drawn) | -3.4 | 2 | 1 | -4.6 | -11 | 16 | 10 | 0 | -1
O=C1c2cccnc2C(=O)N1C1CCCCC1 | -3.2 | -3 | -7 | -4.4 | 48 | 4 | -8 | -8 | 1
CS(=O)(=O)N(CC(=O)N1CCc2ccccc2C1)c1cccc([N+](=O)[O-])c1 | 1.8 | 2 | -4 | -3.5 | 32 | 8 | -4 | -2 | -2
Cc1cccc(C)c1NC1=NC(=S)N(c2ccc(N(C)C)cc2)C1(C)C | -0.5 | 6 | 10 | -2.4 | 16 | 0 | 10 | 14 | -2
Cn1c(=O)oc2cc(S(=O)(=O)NCCC(=O)NCc3ccc(F)cc3)ccc21 | -2.4 | 1 | 6 | -2.6 | 44 | -6 | 1 | -3 | -3
Further compounds follow.
SMILES | IMP-1 inhibitor | IDE act | GPR7 antag | VIM-2 inhibitor | PHOSPHO1 inh | NALP1 yeast inh | M18AAP inhibitor | pCIP destab | IDE inh
CC1(C)CCSC(/C=C/c2ccccc2)=N1 | -2.1 | 3 | 1 | -1.2 | 32 | 53* | -1 | -6 | .
O=C(O)Cc1ccc(NC(=O)c2cccc(NC(=O)c3ccco3)c2)cc1 | -1.1 | 1 | -10 | -0.1 | -3 | 0 | -3 | 13 | 6
S=C(NCCc1c[nH]c2ccccc12)NC1CC1 | -2.3 | -7 | 0 | -0.7 | 4 | -24 | 2 | 5 | 7
CC1CN(Cc2nc3c(c(=O)n(C)c(=O)n3C)n2CCN2CCOCC2)CC(C)O1 (stereo not drawn) | -0.8 | -1 | -9 | -1.1 | 6 | 13 | -5 | 3 | .
Cc1ccc(-c2cn(-c3ccc(OC(F)F)cc3)c3[n+]2CCCCC3)cc1 | -0.7 | 7 | 17 | -0.7 | 42 | 10 | -6 | -37 | 7
Cc1ccc(-c2nc3ncccn3c2Nc2ccc3c(c2)OCCO3)o1 | -3.1 | 1 | -1 | -3.5 | 15 | -14 | 12 | -14 | -2
O=C(NCCO)C(=O)c1c(-c2ccccc2)cc2ccccn12 | -3.3 | 5 | -2 | -1.7 | 32 | 8 | -2 | 4 | -1
CCN(CC)S(=O)(=O)c1cnccc1N1CCN(c2cccc(Cl)c2)CC1 | -0.8 | 4 | 20 | -0.8 | 13 | 54* | -2 | -6 | 5
O=C(CC(c1ccco1)C1CCCCC1=O)c1ccccc1 (stereo not drawn) | -1.7 | 0 | 3 | 0.5 | -7 | 19 | 3 | 8 | 0
Cc1oc2cc(OC(=O)c3ccco3)ccc2c(=O)c1-c1nc2ccccc2n1C | -3.1 | -4 | -11 | -2.2 | -10 | 9 | 7 | -7 | 4
Cc1cc(C)cc(NC(=O)c2ccc(N3C(=O)C4CCCCC4C3=O)cc2)c1 (stereo not drawn) | -0.4 | -5 | -15 | -1.2 | 19 | 6 | 6 | -2 | 2
COC(=O)c1ccc(NC(=S)NNC(=O)c2ccccc2)cc1 | -0.5 | -4 | 5 | -2.3 | -39 | -2 | 7 | -8 | -4
O=[N+]([O-])c1ccccc1/C=C/C=N/Nc1nc(N2CCCCC2)nc(N2CCCCC2)n1 | 0.0 | 8 | -13 | -2.1 | 2 | -14 | -8 | -8 | -2
CCCN1CCN(C(=O)c2c(Cl)cnn2C)CC1 | -2.3 | -4 | -16 | -0.1 | 22 | 18 | -9 | -7 | -2
Cc1ccc(N2C(=O)CSC2c2ccc3c(c2)OCO3)cc1 (stereo not drawn) | -0.6 | 1 | 9 | -3.6 | -2 | -3 | -1 | -1 | -2
O=C(CNC(=O)c1ccco1)OCC(=O)c1cccc2ccccc12 | -3.6 | 1 | -9 | -1.8 | -3 | 19 | 1 | -8 | 5
CCOC(=O)c1cnc2c(CC)cccc2c1NCCCN1CCOCC1 | 0.4 | 4 | 2 | 24* | . | 13 | -4 | 6 | -1
Nc1ccc(Cl)c[n+]1Cc1cccc2cccnc12 | -1.2 | -2 | 5 | -1.0 | 43 | . | 8 | 0 | -4
CCOC(=O)c1cc(-c2ccccc2)sc1NC(=S)Nc1cccc(C)n1 | -2.7 | 0 | 1 | -3.5 | -1 | 5 | -2 | 1 | -3
COc1ccc(CCN(C)C(=O)CCc2nnc(-c3ccccc3)o2)cc1OC | -2.9 | 0 | 0 | 0.1 | -2 | 4 | -2 | -2 | 1
CCOC(=O)CNC(=O)CSc1ccc2nnc(-c3cccnc3)n2n1 | -3.5 | 5 | -10 | -2.1 | 24 | -8 | 0 | 4 | 0
CC1=C(C(=O)OC(C)C)C(c2ccccn2)n2ncnc2N1 (stereo not drawn) | -4.2 | 6 | -9 | -3.5 | -30 | 29 | -2 | 8 | 5
Cc1ccc2nc(-c3ccc4c(c3)NC(=O)CO4)cn2c1 | -1.4 | 10 | -13 | -2.8 | -6 | 13 | -1 | -14 | -3
CCOc1cccc(CNc2ccc(O)cc2)c1OCc1ccccc1Cl | -2.5 | 6 | -1 | -2.2 | 12 | 26 | 16 | 3 | 0
CCOC(=O)c1ccc(NC(=S)N2CCN(S(C)(=O)=O)CC2)cc1 | -2.9 | 5 | -11 | -3.9 | 47 | 0 | -25 | -6 | 7
Later entries
SMILES | IMP-1 inhibitor | IDE act | GPR7 antag | VIM-2 inhibitor | PHOSPHO1 inh | NALP1 yeast inh | M18AAP inhibitor | pCIP destab | IDE inh
Cc1ccc(S(=O)(=O)Cn2nnnc2C(c2ccccc2)N2CCN(c3ncccn3)CC2)cc1 (stereo not drawn) | -3.1 | 3 | -14 | -2.4 | -10 | 8 | -1 | -9 | 1
Cc1ccc(NC(=O)CN2C(=O)S/C(=C/c3ccc(-c4cccc(C(=O)O)c4)o3)C2=O)cc1 | -3.2 | 2 | 0 | -3.2 | 28 | 7 | -3 | 2 | .
CCCC(=O)NC(Nc1ccccc1OC)C(Cl)(Cl)Cl (stereo not drawn) | -2.2 | 0 | -5 | -3.5 | 40 | 10 | 3 | -3 | 0
CC1CN(C2=CC(=O)CCC2)CC(C)O1 (stereo not drawn) | -0.4 | 3 | -5 | -0.3 | 10 | 4 | 3 | -1 | -2
COc1ccc(OC)c(NC(=O)CS(=O)(=O)Cc2ccccc2)c1 | -0.2 | -1 | 1 | -3.5 | . | 39 | 1 | 2 | .
COCCN1C2=C(C(=O)CC(C)(C)C2)C(c2ccc(O)c(OC)c2)C2=C1CC(C)(C)CC2=O | -1.6 | -1 | -5 | -0.3 | 24 | -1 | 8 | -3 | -8
CCOc1ccccc1NC(=O)c1cccc2ccccc12 | -0.6 | 5 | -23 | -0.2 | 20 | 20 | -10 | -4 | -2
CS(=O)(=O)N1CCN(C(=O)C2c3ccccc3Oc3ccccc32)CC1 | -5.8 | 4 | -10 | -5.5 | -14 | 38 | 2 | -5 | -5

Structures listed so far marked active in VIM-2 inhibitor.
SMILES | IMP-1 inhibitor | IDE act | GPR7 antag | VIM-2 inhibitor | PHOSPHO1 inh | NALP1 yeast inh | M18AAP inhibitor | pCIP destab | IDE inh
CCOC(=O)c1cnc2c(CC)cccc2c1NCCCN1CCOCC1 | 0.4 | 4 | 2 | 24* | . | 13 | -4 | 6 | -1
